HT1080 IDH1KD tx: qHTS for induction of synthetic lethality in tumor cells producing 2HG: qHTS for the HT-1080-IDH1KD cell line; 360,000 compounds, 2% hits; HT-1080 IDH1 knockdown viability, ATP luminescence, 48 h; Potency, µM (top dose mostly 46.1 µM), for inactives: at the top dose activity, negative = toxicity, usual class: cytotoxic;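 also: potency is read from the fitted curve at half-maximal effect; 0% = DMSO wells and -100% = cell-free medium wells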
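In this qHTS, HT-1080 cells depleted of IDH1 are exposed for 48 h at 37 °C to compound titrations. Toxicity is scored from CellTiter-Glo luminescence, with DMSO as full viability and medium alone as none.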
KB-3-1 tox: qHTS assay for MDR1-selective chemotherapeutics: Primary screen using the parental adenocarcinoma cell KB-3-1. KB-3-1 viability, CellTiter-Glo ATP luminescence, 72 h. Potency, µM (top dose mostly 46.1 µM), without a hit: at the highest dose activity change, negative = cytotoxic, actives largely listed as cytotoxic. 400,000 compounds, 1.4% hits. AID 1347075, 2019; also: potency is read from the fitted curve at half-maximal effect; % is scaled to controls: 0 for no effect and ±100 for the full control effect; nearly all actives have a fitted effect of over 60% in size
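Multi-concentration cytotoxicity screen in KB-3-1 cells grown in DMEM lacking phenol red with 10% FBS. After 72 h at 37 °C with compound, ATP-dependent luminescence was recorded.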
SW480 rereplic: A quantitative high throughput screen for small molecules that induce DNA re-replication in SW480 colon adenocarcinoma cells. AID 624297, 2012. 340,000 compounds, 1.8% hits. SW480 DNA re-replication, Hoechst DNA content imaging, 48 h. Potency, µM (series often up to 46.1 µM), without a hit: top-dose re-replication activation, usual class: activators; also: potency is read from the fitted curve at half-maximal effect; % of control where 0% means no effect; nearly all actives have a fitted effect of over 55% in size
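Readout is total intensity of Hoechst-stained nuclei, excited at 405 nm and collected at 500-530 nm. Compound treatment lasted 48 hr at 37 C in 5% CO2 before staining.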
IL1B secr inh: qHTS for Inhibitors of Inflammasome Signaling: IL-1-beta AlphaLISA Primary Screen | THP-1 LPS/ATP IL-1B secretion, AlphaLISA, 16 h; hits give low values | activity change, % at 57.5 µM | 360,000 compounds, 4.7% hits | AID 743279, 2014; in the data active = activity change below about -50%; inconclusive = mostly about -30% to -49%; also: % is scaled to controls: 0 for no effect and ±100 for the full control effect
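THP-1 cells pretreated 1 hr with compounds (up to 57.5 uM final), then stimulated with LPS (250 ng/mL final) plus ATP (1.25 mM final); secreted IL-1B measured by AlphaLISA after 16 hr, decreased signal indicating inhibition.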
HT1080NT lethal: qHTS for induction of synthetic lethality in tumor cells producing 2HG: qHTS for the HT-1080-NT fibrosarcoma cell line; HT-1080-NT fibrosarcoma viability, CellTiter-Glo ATP luminescence, 48 h; Potency, µM (titrated, usually from 46.1 µM), for the others: at the top dose activity, negative = less viability, actives largely listed as cytotoxic; 360,000 compounds, 1.6% hits;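 also: NT is the 2HG producing partner of a matched IDH1 knockdown line; potency is read from the fitted curve at half-maximal effect; 0% = DMSO-treated cells and -100% = media-only wells without cells; nearly all actives have a fitted effect of over 55% in size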
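Read-out is CellTiter-Glo luminescence after 10 minutes at room temperature, following 48 hours' compound treatment of HT-1080-NT cells (750 cells/well, RPMI, 5% FBS, 37 degrees C).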
ATXN2 expr inh: Primary qHTS for Inhibitors of ATXN expression. HEK-293 ATXN2-luciferase reporter, luminescence, 24 h. Potency, µM (doses to about 57 µM), for the others: at the highest dose activity change, negative = inhibition, most hits filed as inhibitors. 360,000 compounds, 0.72% hits. AID 1745845, 2022; also: potency is read from the fitted curve at half-maximal effect; % is scaled to controls: 0 for no effect and ±100 for the full control effect; nearly all actives have a fitted effect of over 55% in size
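qHTS (up to 57 uM final) was run with 24 h compound exposure of reporter cells at 37 °C. Each well was multiplexed: SteadyGlo luminescence measured ATXN2-luciferase expression after a fluorogenic Gly-Phe-AFC viability readout (25 uM final).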
KB-V1 MDR tox: qHTS assay for MDR1-selective chemotherapeutics: Primary screen using the drug-selected MDR subline cells KB-V1; KB-V1 MDR cells viability, CellTiter-Glo, 72 h; Potency, µM (highest dose often 46.1 µM), for the others: top-dose activity change, negative = cytotoxicity, most hits filed as cytotoxic; 400,000 compounds, 3.4% hits; AID 1347076, 2019; also: potency is read from the fitted curve at half-maximal effect; % is scaled to controls: 0 for no effect and ±100 for the full control effect; nearly all actives have a fitted effect of over 60% in size
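Luminescent ATP read-out (CellTiter-Glo, 10 min) measures survival of drug-selected KB-V1 MDR cells after 72 h, 37 degrees C compound exposure. Medium: phenol-red-free DMEM, 10% FBS. Values from fitted concentration-response curves.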
ATXN viability: Viability Counterscreen for Primary qHTS for Inhibitors of ATXN expression; S2 cells (HEK-293 line with an ATXN2-luciferase reporter) viability, CellTiter-Fluor protease fluorescence, 24 h; AID 651635, 2014; Potency, µM (highest dose often 56.7 µM), usual class: cytotoxic; 400,000 compounds, 0.49% hits; also: potency is read from the fitted curve at half-maximal effect; nearly all actives have a fitted effect of over 40% in size
MCF10A rereplic: A quantitative high throughput screen for small molecules that induce DNA re-replication in MCF 10a normal breast cells; MCF 10A DNA re-replication, Hoechst nuclear intensity, 48 h; 350,000 compounds, 2.9% hits; Potency, µM (series often up to 46.1 µM), without a hit: at the top dose activity, positive = re-replication, hits mostly activators; also: potency is read from the fitted curve at half-maximal effect; % of control where 0% means no effect; nearly all actives have a fitted effect of over 50% in size
An asterisk follows results filed as active; i = inactive; ? = inconclusive; . = no result given; [ ] = remark or other dose. Unless noted, calls follow the shape of the dose curve; as a rule, active = well fitted curve in the direction sought with a large enough effect; inconclusive = small, poorly fitted or top-dose-only effect, or another doubt; inactive = no such curve, though single readings can be large; an effect the other way counts as inactive or inconclusive.

SMILES	HT1080 IDH1KD tx	KB-3-1 tox	SW480 rereplic	IL1B secr inh	HT1080NT lethal	ATXN2 expr inh	KB-V1 MDR tox	ATXN viability	MCF10A rereplic
COc1ccc(N2CCN(C(=O)CSc3nnc(COc4cccc5cccnc45)o3)CC2)cc1	17%	-14%	-2%	13	3%	-1%	-16%	i	-2%
COc1ccccc1CNC(=O)c1ccc(CS(=O)(=O)c2ccc(C)cc2)o1	-2%	13%	-1%	1	-8%	-8%	-15%	i	0%
COc1ccc(/C=N/NC(=O)c2cccnc2)cc1COc1ccc(NC(C)=O)cc1	?	-13%	8.2µM*	76	?	-2%	?	i	4.1µM*
CC(=O)c1ccc(NC2=NS(=O)(=O)c3ccccc32)cc1	.	11%	.	.	.	7%	?	i	.
CCC(C(=O)NCc1cccnc1)n1nc(C)n2c(cc3occc32)c1=O (stereo not given)	8%	13%	0%	21	-3%	-6%	?	i	1%
CCCC(c1nnnn1C(C)(C)C)N1CCN(Cc2ccccc2OC)CC1 (stereo not given)	0%	-2%	-18%	-10	15%	-18%	-24%	i	3%
O=C(NC(=S)Nc1ccc2oc(=O)ccc2c1)c1ccco1	17%	4%	2%	35	23%	41%[activator]	0%	?	-4%
CN(C)S(=O)(=O)c1cc(C(=O)OCCn2cnc3c2c(=O)n(C)c(=O)n3C)ccc1Cl	0%	1%	1%	9	0%	-16%	-12%	i	13%
Cn1ncc(SCc2ccccc2)c(Cl)c1=O	?	?	?	.	-5%	-19%	?	i	?
CCCC1=C(C(=O)OCC)C(c2c(C)nn(-c3ccccc3)c2Cl)C(C#N)=C(N)O1 (stereo not given)	0%	2%	-3%	8	-2%	-6%	-11%	i	?
Cc1ccc(Cc2nc(-c3cccnc3)no2)cc1	25%	12%	-11%	-18	16%	29%	7%	i	1%
Cc1cc(=O)oc2c(C)c(OC3CCCCC3=O)ccc12 (stereo not given)	-9%	2%	-9%	-1	-5%	24%	-18%	i	-5%
O=C(CCNS(=O)(=O)c1ccc(Br)cc1)NCC(c1cccs1)N1CCOCC1 (stereo not given)	-5%	-5%	.	-14	-7%	.	0%	i	.
Cc1ccc(S(=O)(=O)N2[C@@H](CCO)OC[C@H]2C(C)C)cc1	7%	16%	.	15	10%	.	-17%	.	.
CCN1CCN(Cc2c(O)ccc3oc(C)c(C(=O)Nc4ccc(C)cc4C)c23)CC1	.	4%	.	.	.	10%	0%	i	.
C=CCn1c(SCC(=O)N2CCN(CCO)CC2)nc2sc3c(c2c1=O)CCC3	6%	1%	0%	i	-1%	-8%	?	i	6%
CCOc1ccc(/C=C/C(O)=C2/C(=O)NC3(C)CC2c2ccccc2O3)cc1OC (stereo not given)	?	?	9.2µM*	-20	-24%	-12%	?	?	8.2µM*
Cc1nn(-c2ccccc2)c(Cl)c1C(=O)Nc1c(C)n(C)n(-c2ccccc2)c1=O	-2%	-2%	12%	-5	13%	-2%	0%	i	-4%
COCCNC(=O)c1ccccc1NC(=O)c1ccccc1SC	9%	1%	-3%	32	5%	-6%	?	i	-4%
Cc1ccc(NC(=O)CNc2cccc(S(=O)(=O)N3CCOCC3)c2)cc1F	-16%	-9%	-1%	-10	-2%	-27%	-17%	i	24%
Cc1cc(C)n(S(=O)(=O)c2ccccc2[N+](=O)[O-])n1	11%	-5%	-3%	-28	4%	-16%	-7%	i	-14%
O=C(COC(=O)CCc1nc2ccccc2c(=O)[nH]1)Nc1ccccc1OC(F)F	1%	10%	-20%	6	-5%	-1%	-1%	i	-2%
C/C(=N\O)C(C)(C)Nc1ccc(F)cc1	-7%	1%	5%	-15	-6%	-16%	-5%	i	19%
COCCNC(=O)C1(C)CCN(Cc2ccc(C(C)C)cc2)C1 (stereo not given)	19%	-2%	.	1	22%	9%	1%	i	.
COc1ccc(NC(=O)NCCCN2CCC(Cc3ccccc3)CC2)cc1	-1%	-5%	-1%	?	?	.	?	i	6%

Reformatted: results already given.
COCCNC(=O)c1ccccc1NC(=O)c1ccccc1SC
  HT1080 IDH1KD tx = 9%
  KB-3-1 tox = 1%
  SW480 rereplic = -3%
  IL1B secr inh = 32
  HT1080NT lethal = 5%
  ATXN2 expr inh = -6%
  KB-V1 MDR tox = ?
  ATXN viability = i
  MCF10A rereplic = -4%
Cc1ccc(NC(=O)CNc2cccc(S(=O)(=O)N3CCOCC3)c2)cc1F
  HT1080 IDH1KD tx = -16%
  KB-3-1 tox = -9%
  SW480 rereplic = -1%
  IL1B secr inh = -10
  HT1080NT lethal = -2%
  ATXN2 expr inh = -27%
  KB-V1 MDR tox = -17%
  ATXN viability = i
  MCF10A rereplic = 24%
Cc1cc(C)n(S(=O)(=O)c2ccccc2[N+](=O)[O-])n1
  HT1080 IDH1KD tx = 11%
  KB-3-1 tox = -5%
  SW480 rereplic = -3%
  IL1B secr inh = -28
  HT1080NT lethal = 4%
  ATXN2 expr inh = -16%
  KB-V1 MDR tox = -7%
  ATXN viability = i
  MCF10A rereplic = -14%

The list continues.
SMILES	HT1080 IDH1KD tx	KB-3-1 tox	SW480 rereplic	IL1B secr inh	HT1080NT lethal	ATXN2 expr inh	KB-V1 MDR tox	ATXN viability	MCF10A rereplic
CCOC(=O)N1CCN(C(=O)CSc2ccc(-c3ccc(OC)cc3)nn2)CC1	0%	-12%	-5%	-11	0%	-14%	?	i	-2%
COc1ccc2cc3cc(C(=O)N4CCCCC4C)oc3nc2c1 (stereo not given)	0%	-2%	0%	?	-2%	.	?	?	-2%
O=[N+]([O-])c1ccc(NN=CCCc2ccccc2)nc1	?	23%	?	-1	-26%	14%	30%	i	5%
Nc1c([N+](=O)[O-])c(=O)oc2ccccc12	18%	3%	0%	39	0%	-4%	0%	i	2%
Cc1ccc(C(=O)NCC(c2cccs2)N(C)C)cc1S(=O)(=O)N1CCOCC1 (stereo not given)	2%	17%	2%	23	5%	30%	0%	i	26%
NC(=O)CC[C@@H]1NC(=O)[C@H](Cc2ccc(O)cc2)NC(=O)c2cc([N+](=O)[O-])cc(F)c2OCC[C@@H](C(N)=O)NC1=O	0%	-19%	-7%	-18	0%	1%	1%	i	4%
COc1cc(OC)cc(-c2nc(-c3ccccc3)no2)c1	19%	-10%	-2%	-1	15%	56%[activator]	-1%	i	4%
Cc1ccc(NC(=O)[C@H](C)NC(=O)C2CCN(C(=O)[C@H](CC(C)C)NC(=O)OC(C)(C)C)CC2)cc1	-5%	1%	7%	-7	1%	1%	-2%	i	12%
Cc1cc(S(=O)(=O)Nc2nc(CN3CCOCC3)nc3sc4c(c23)CCCC4)ccc1F	-1%	7%	-4%	34	-6%	1%	-1%	i	24%
COc1ccc(CCNC(=O)c2cc(S(=O)(=O)N3CCCCCC3)ccc2OC)cc1OC	?	5%	-34%[inhibitor]	-8	0%	-3%	-1%	i	3%
CC(CN1CCC(n2nccc2NC(=O)c2ccccc2Cl)CC1)c1ccccc1 (stereo not given)	-2%	1%	-2%	i	-10%	-12%	?	i	2%
c1c[nH]c(CN2CCN(Cc3ncc[nH]3)CC2)n1	17%	4%	-4%	4	15%	2%	-5%	?	3%
Cn1nnnc1SCCNCC#Cc1ccccc1	-18%	6%	-9%	4	1%	-3%	-2%	i	5%
Cc1occc1-c1nnc(SCC(=O)Nc2ccc(F)cc2)n1Cc1ccccc1	?	?	26%	-80*	21µM*	-11%	8.2µM*	i	?
CSCC[C@H](NC(=O)OC(C)(C)C)C(=O)N/N=C/c1cccc2cccnc12	?	-5%	?	87	-11%	28µM*	-26%	i	12%
CC(C)n1nnc2c(=O)oc3ccccc3c21	13%	10%	-7%	3	6%	-7%	4%	?	-1%
COc1ccccc1N1CCN(c2ccc([N+](=O)[O-])cc2Cl)CC1	?	16µM*	18µM*	0	?	-24%	5.8µM*	i	7.3µM*
Cc1ccc(-n2nc3c(=O)n(CC(=O)NCCc4ccco4)nc(C)c3c2C)cc1	-8%	-10%	12%	-12	-1%	0%	-6%	i	-5%
CC(C)c1ccc(NC(=O)CCCN2C(=S)NC(C)(C)CC2C)cc1 (stereo not given)	-22%	3%	-51%[inhibitor][1.84 µM]	-4	-2%	5%	-11%	i	?
CC1(C)Oc2ccc3ccc(=O)oc3c2-c2cnoc21	9%	-15%	2%	1	-1%	-4%	-22%	i	9%
Cc1cc(C)nc(SCc2nc3ncccn3c2Br)n1	-1%	-2%	-18%	-4	-3%	-1%	-25%	i	-22%
Cc1ccc(-c2cc(C(=O)NN=C3CCCC3)c3ccccc3n2)cc1	-10%	-10%	-4%	-3	-18%	-15%	2%	i	1%
CCN(CC)CCN=c1c(C)nc(C#N)c(N)n1O	11%	0%	.	-9	1%	.	15%	i	.
O=C(CSc1ccc2nnc(-c3cccs3)n2n1)N1CCOCC1	1%	4%	-11%	-25	-1%	-12%	-17%	i	?
Cc1ccc(S(=O)(=O)N2CCN(C(=O)COC(=O)CNC(=O)c3ccc(Cl)cc3Cl)CC2)c(C)c1	3%	3%	0%	16	-3%	.	7%	i	5%
COc1cccc(C2=CC(=O)CCC2)c1	-3%	18%	-7%	-18	0%	18%	1%	i	2%
O=C(Nc1cccc2ccccc12)C(=O)C1C(=O)Nc2ccccc21 (stereo not given)	-6%	6%	15%	-3	-8%	-6%	?	i	-2%
CCC(C)C(=O)NCCc1ccc(S(N)(=O)=O)cc1 (stereo not given)	5%	0%	2%	0	16%	7%	-2%	i	-6%
Oc1cc(Nc2cccnc2)cc2cccnc12	.	21µM*	?	.	.	?	-16%	?	?

Source: PubChem (National Center for Advancing Translational Sciences (NCATS))
